# Screening results from PubChem BioAssay.
# Yfh1-depleted yeast: enhancers of respiration in Yfh1-depleted yeast, dose response, Friedreich's ataxia, plus single-dose screen (AID 1465) | one-dose fold induction at 50 µM; EC50 in µM for titrated hits | S. cerevisiae Yfh1-off respiration, WST-1 reduction, 72 h; higher fold induction means a stronger effect | actives 0.074% (n = 220,000);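 active = fold induction of absorbance versus untreated yeast above a set limit, then at least 30% activation at any dose in follow-up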;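 also: activators that raise dye reduction in frataxin-depleted yeast; strong numbers were not always called active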
# NOD2 inhibition: NOD2 signaling inhibitors, cell-based, luminescence, uHTS, HEK293 (AID 1566); HEK293 NOD2/NF-kB luciferase reporter, luminescence; higher % means a stronger effect; inhibition, % at 4 µM, or EC50 in µM where a hit was titrated; actives 0.63% (n = 290,000); in the data active = inhibition above about 50%; also: many of its hits are not listed in these tables
# Hep lipid drop: modulators of hepatic lipid droplet formation; AML12 mouse hepatocytes, oleate lipid droplets, BODIPY imaging; inhibition, % at 6.5 µM; actives 0.4% (n = 240,000); AID 1656;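 active = lipid droplet intensity inhibited by at least 50%, with more than 500 cells counted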
#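 Test system: AML12 hepatocytes (mouse); reagent: oleate loading, 100 µM; dosing: one dose, 6.5 µM compound; incubation: overnight exposure; signal: fluorescence imaging, 20x objective, two fields per well; read-out basis: % inhibition of corrected integrated BODIPY droplet signal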
# Dynein transport: blocks dynein driven cargo transport along microtubules | 3617.4 mouse cells, GR-EGFP nuclear translocation imaging; test concentration mostly 20 µM; stimulated with dexamethasone, 1 µM; active compounds read low | z-score, hits read low | actives 0.47% (n = 220,000);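 active = plate z-score of nuclear minus cytoplasmic receptor signal below a set negative limit, without overly bright fluorescence or cell loss, cut at about -3.5 in these data, passing the limit was not always enough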;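 also: z-score of nuclear minus cytoplasmic ring GR-EGFP intensity difference per well; some compounds called inactive have numbers as strong as hits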
#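 Buffer or medium: tetracycline-free induction medium containing charcoal-stripped FBS / Reagent: dexamethasone agonist, 1.0 µM final, for 30 min / Technique: automated 10x imaging of fixed Hoechst-stained cells / Times: induction 48 h, compound 1 h, agonist 30 min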
# bCat nuc transl: modulators of beta-catenin nuclear translocation | HeLa beta-catenin nuclear translocation, immunofluorescence imaging | nuclear translocation activity, % at 5 µM | actives 0.3% (n = 190,000) | AID 1665;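 active = nuclear translocation activity above 50% at 5 µM, with a well cell count of 50 or more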;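 also: per-cell ratio of nuclear to cytoplasmic median beta-catenin stain intensity; plate controls were DMSO negative control for no effect and GSK-3 inhibitor IX positive control for full effect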
#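 Test system: human HeLa cells, endogenous beta-catenin. Times: 24 h compound exposure, 37°C. Measured by: beta-catenin immunofluorescence imaging with DAPI.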
# WT yeast gro inh: growth inhibition of WT yeast, mitochondrial fusion screen | mitochondrial fusion phenotypic screen, WT strain | inhibition, % at 10 µM | actives 2.1% (n = 190,000); in the data active = inhibition above about 58%; tested in S. cerevisiae
# MT stabilizer: stabilizes microtubules in HeLa cells | actives 0.83% (n = 200,000) | HeLa tubulin immunostaining HCS, 24 h; share of cells brighter than vehicle mean+2SD | AID 2205 | % tubulin-high responders, % at 10 µM;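 active = plate Z-score above 3 for both tubulin-high and condensed-nucleus cell shares, with cell loss under 80%, at 10 µM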;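 also: anti alpha tubulin signal scored within the nucleus-defined area of each cell; some results filed as inactive read as strong as hits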
# Ins promoter up: MIN6 insulin promoter up-regulation; MIN6 insulin promoter-GFP reporter, high-content imaging; active compounds read high; z-score at 5 µM; actives 0.3% (n = 190,000); AID 1625;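 active = z-score above 3 at 5 µM with at least 500 cells counted in the well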
# Autophagy mod: autophagy modulation, high-content screen. MEF GFP-LC3 puncta imaging; test concentration mostly 10 µM. calls only at 10 µM (by protocol). actives 0.98% (n = 190,000). AID 463193;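 active = percentage of spot-positive cells more than 3 SD above its plate mean, without a fluorescence outlier flag or 80% toxicity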;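 also: spot-positive cell cutoff set from DMSO-treated cells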
# WT yeast gro inh mutant strain: recorded beside WT yeast gro inh, whose call it bears; inhibition, %; mitochondrial fusion phenotypic screen, mutant strain inhibition
# Dynein transport cytoplasmic EGFP: also measured in Dynein transport; calls as there; z-score; measured here: cytoplasmic GR-EGFP intensity; active compounds read high
# Dynein transport nuclear GR-EGFP: further read-out of Dynein transport, marked with its call; z-score; measured here: nuclear GR-EGFP intensity;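 lower value marks the stronger effect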
# Dynein transport cell count: second read-out of Dynein transport, no call of its own (marks repeat the call); z-score; measured here: cell count per field
# Ins promoter up cell count: further read-out of Ins promoter up, marked with its call; cell count; measured here: cytotoxicity, nuclei count;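 total cells summed across four imaged fields per well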
# Hep lipid drop cells 6.5 µM: also measured in Hep lipid drop; calls as there; cell count; measured here: cell count, cytotoxicity flag;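 cells counted across two imaged fields per well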
# bCat nuc transl cell count 5 µM: further read-out of bCat nuc transl, marked with its call; cell count; measured here: cell count, cytotoxicity flag
# MT stabilizer Hoechst-high %: second read-out of MT stabilizer, no call of its own (marks repeat the call); % Hoechst-high responders; measured here: nuclear condensation Hoechst responders;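 share of cells brighter than vehicle mean plus two SD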
# MT stabilizer cytotoxicity %: second read-out of MT stabilizer, no call of its own (marks repeat the call); toxicity, %; measured here: cytotoxicity by cell density;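 0% = mean cell density of plate MIN control wells and 100% = no cells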
# Autophagy mod cell loss 18 h: recorded beside Autophagy mod, whose call it bears; toxicity, %; measured here: cell loss, nuclei count;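 cell loss after 18 h compound exposure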
# Active calls of the source: *; i = inactive; x = not tested or not shown.
# Below each compound: Dynein transport cell count | MT stabilizer | Autophagy mod cell loss 18 h | NOD2 inhibition | Dynein transport | bCat nuc transl cell count 5 µM | WT yeast gro inh mutant strain | Dynein transport cytoplasmic EGFP | MT stabilizer cytotoxicity % | Autophagy mod | Yfh1-depleted yeast | Hep lipid drop cells 6.5 µM | Ins promoter up | WT yeast gro inh | bCat nuc transl | Dynein transport nuclear GR-EGFP | MT stabilizer Hoechst-high % | Ins promoter up cell count | Hep lipid drop
> COc1ccc2c(Cl)c(C(=O)N/N=C/c3ccc4c(c3)OCO4)sc2c1
 : 0.65 | 12 | -36 | -26% | 0.039 | 1304 | 3 | -0.2 | 6.3 | i | i | x | 0.87 | -3 | -0.6 | 0.43 | 9.1 | 1666 | x
> COc1ccc(C(=O)NC(=S)Nc2cc(C)ccn2)cc1[N+](=O)[O-]
 : -0.27 | 2.5 | 5 | 2% | 0.8 | x | -10 | -0.27 | 0.1 | i | i | 757 | -0.07 | 3 | x | -0.073 | 3.2 | 1130 | -6
> N#C/C(=C/c1cc(Br)cs1)C(=O)NCC1CCCO1 (stereo not drawn)
 : 0.7 | 2.4 | 0 | 1% | -0.52 | 1410 | -4 | -0.2 | 4.1 | i | i | x | 0.66 | 8 | -3.5 | -0.4 | 2.0 | 1587 | x
> O=C(CN1CCN(c2nc(-c3ccc(F)cc3)cs2)CC1)Nc1ccc2c(c1)OCO2
 : -1.2 | 7.7 | 8 | -22% | 2.3 | 1086 | 18 | 0.21 | 11 | i | i | x | x | 28 | 0.7 | 1.9 | 1.4 | x | x
> Cc1cccc(-n2nc([N+](=O)[O-])c(=NC3CCN(Cc4ccccc4)CC3)n2O)c1
 : -1.9 | 6.0 | 20 | -13% | 1.2 | 1151 | 3 | -0.15 | 0.0 | i | i | 619 | -0.31 | 10 | -0.2 | 0.72 | 2.4 | 952 | -26
> COc1ccc(-c2nnc(SCC(=O)NC(C)c3ccccc3)o2)cc1 (stereo not drawn)
 : -1.4 | 2.4 | x | 3% | 2.4 | 1130 | -6 | 0.11 | 8.4 | x | i | 634 | 1.2 | -1 | -2.0 | 1.8 | 2.7 | 1471 | 24
> CCCOC(=O)C1C2C=C[C@]3(CN(CCc4ccccc4)C(=O)[C@H]13)O2 (stereo partly drawn)
 : -0.11 | 1.8 | 5 | -6% | -0.23 | 996 | 4 | -0.31 | 7.6 | i | i | x | 0.31 | 7 | -5.7 | 0.065 | 2.4 | 1125 | x
> COc1ccc(C(=O)/C=C/NCc2ccc(C)cc2)cc1
 : -1.8 | 5.2 | 19 | x | 1.4 | x | x | -0.18 | 2.6 | i | i | x | x | x | x | 0.42 | 2.2 | x | x
> CSc1sc(C(=O)NCC2CC2)c(-c2cccs2)c1C#N
 : 0.36 | x | x | 13% | 0.32 | 1345 | x | -0.22 | x | x | i | 719 | -0.5 | x | 0.9 | 0.15 | x | 1317 | -2
> CCSc1nnc(NC(=O)C2CC=CCC2C(=O)O)s1 (stereo not drawn)
 : 3.6 | 1.5 | 12 | -13% | -1.8 | 1131 | 4 | -0.14 | 10 | i | i | 805 | -0.69 | 13 | -3.2 | -0.76 | 1.5 | 1298 | 1
> Cc1ccc(S(=O)(=O)Nc2ccc(NC(=O)c3c(F)c(F)c(F)c(F)c3F)cc2)cc1
 : 0.96 | 8.9 | 19 | -6% | -1.6 | 1066 | 15 | -0.26 | 14 | i | i | 719 | -0.29 | 14 | 0.2 | -0.91 | 1.5 | 1080 | 3
> Cc1cc(=O)[nH]c(SCn2nnc3ccccc3c2=O)n1
 : 0.12 | 2.1 | -6 | 7% | 0.55 | 1110 | 3 | -0.18 | 1.4 | i | i | x | -1.1 | 13 | 0.1 | 0.57 | 2.4 | 1022 | x
> Cc1ccc(SCC(=O)NC(=O)NCc2ccco2)cc1C
 : -0.54 | 1.9 | -5 | 18% | -0.066 | 1325 | 16 | -0.16 | 5.8 | i | i | x | -0.26 | 14 | -2.1 | -0.047 | 1.6 | 1644 | x
> COc1cc(COCC(O)CN2CCN(CCN3C(=O)c4cccc5cccc(c45)C3=O)CC2)cc(OC)c1OC (stereo not drawn)
 : 0.079 | 2.9 | 9 | 11% | -0.24 | 497 | -15 | -0.25 | 0.6 | i | i | 682 | -1.2 | 26 | -3.7 | 0.78 | 2.8 | 1079 | -55
> CNC(=S)N(C)[C@H]1c2c(ccc3ccccc23)OC[C@H]1CO
 : 0.6 | 4.9 | 3 | -1% | -0.35 | 1089 | 12 | -0.33 | 5.1 | i | i | x | 0.32 | 0 | -1.4 | -0.13 | 4.2 | 1124 | x
> Cc1cc(/C=N/n2cnnc2)c(O)c([N+](=O)[O-])c1
 : 0.56 | 2.4 | 5 | 10% | -0.16 | 468 | 13 | -0.24 | 6.3 | i | i | 679 | 0.11 | 1 | -0.9 | -0.0025 | 1.8 | 1297 | 2
> COc1cccc(/C=N/NC(=O)NC2CCCCC2)c1O
 : 0.51 | x | x | 13% | -0.36 | 1206 | x | -0.22 | x | x | i | 733 | 0.15 | x | 1.4 | -0.25 | x | 1384 | 2
> Cc1ccc(-n2nnnc2SCC(=O)Nc2cccc(NC(=O)c3ccco3)c2)cc1C
 : 0.87 | 3.1 | -7 | 24% | -0.59 | 1399 | -85 | -0.12 | 12 | i | i | x | 0.04 | -10 | -0.3 | 0.035 | 4.1 | 1344 | x
> Nc1ccc(C(=O)OCc2nc3c(ccc4ccccc43)[nH]2)cc1
 : 1.1 | 4.1 | -9 | -64% | -1.3 | 1245 | -7 | -0.28 | 5.8 | i | i | 697 | 0.27 | 40 | -1.3 | -0.7 | 2.0 | 1121 | -56
> CSc1nc2ccccc2c(=O)n1C1CCOC(C)(C)C1 (stereo not drawn)
 : -0.57 | 1.8 | 1 | 6% | -1 | 1092 | -8 | -0.032 | 7.9 | i | i | 681 | 0.77 | 1 | 1.5 | -0.61 | 1.3 | 1247 | 4
> CCN(CC)S(=O)(=O)c1cc(C(=O)n2cccn2)c(Cl)cc1Cl
 : 0.91 | 3.7 | 10 | -7% | -0.79 | 1191 | 7 | -0.1 | 6.4 | i | i | 676 | 1.1 | 4 | -2.8 | -0.3 | 2.1 | 1339 | -2
> O=C(O)c1ccc(CN2C(=O)c3ccccc3S2(=O)=O)cc1
 : -0.089 | 16 | -5 | 8% | -0.33 | 1088 | -2 | -0.21 | 97 | i | i | 659 | x | -16 | -0.8 | 0.082 | 22 | x | -58
> CCOc1ccc(C(=O)N2CCN(c3ccccc3)CC2)cc1OCC
 : 0.28 | 3.4 | 6 | -8% | -0.14 | 1089 | 10 | -0.26 | 7.4 | i | i | 673 | 0.1 | 9 | 1.2 | 0.76 | 2.7 | 1782 | -15
> CN1CCN(S(=O)(=O)c2ccc(Oc3ccc(F)cc3Br)nc2)CC1
 : -1.3 | x | x | 14% | 0.64 | 1326 | x | -0.15 | x | x | i | 777 | -0.3 | x | -0.1 | 0.24 | x | 1138 | 1
> O=C(Nc1ccccc1N1CCCCC1)c1cccs1
 : -0.65 | 2.9 | -11 | 0% | -0.033 | x | 30 | -0.18 | 4.0 | i | i | 709 | x | 28 | x | -0.0055 | 0.9 | x | -4
> Cc1ccc(S(=O)(=O)NC(=O)c2cccn2C)cc1
 : -0.95 | 3.1 | -1 | -3% | 0.93 | 1358 | 6 | -0.14 | 8.5 | i | i | x | 0.7 | 17 | -1.4 | 0.56 | 1.8 | 1349 | x
> Cc1ccc(N(CN2C(=O)C3C4CCC(C4)C3C2=O)C(=O)c2ccco2)cc1 (stereo not drawn)
 : 0.14 | x | x | 23% | 0.079 | 1270 | x | -0.24 | x | x | i | 711 | -0.53 | x | -0.6 | -0.22 | x | 1424 | -5
> CC1=NN(C(=O)CCc2ccccc2)C(c2ccccc2)C1 (stereo not drawn)
 : 0.055 | 2.0 | 3 | 4% | 1.2 | 1362 | 6 | -0.3 | 5.3 | i | i | 635 | 0.56 | 21 | -0.5 | 0.44 | 1.8 | 1606 | -5
> Cc1ccc(OCC(=O)Nc2nnn(C)n2)c(C)c1
 : 0.31 | 2.5 | -5 | -6% | -0.29 | x | 7 | -0.22 | 3.6 | i | i | x | x | 2 | x | -0.02 | 2.4 | x | x
> Cc1ccc(S(=O)(=O)Oc2ccccc2/C=C2/SC(=O)NC2=O)cc1
 : 0.021 | x | x | 19% | 0.48 | 1328 | x | -0.25 | x | x | i | 721 | 0.27 | x | 1.1 | -0.18 | x | 1099 | 9
> C=CCn1c(SCc2c(F)cccc2Cl)nnc1-c1ccco1
 : 0.38 | 1.7 | 39 | 2% | -0.45 | 1137 | 26 | -0.21 | 7.6 | i | i | x | -1.4 | -10 | 1.3 | -0.22 | 1.1 | 1235 | x
> CC1CC(C)CN(CCC(=O)Nc2ccc3c(c2)CCC3)C1 (stereo not drawn)
 : 0.63 | 2.8 | 15 | -8% | -0.57 | 1511 | 2 | -0.24 | 10 | i | i | 547 | 0.03 | 2 | 1.0 | -0.29 | 2.5 | 1323 | -13
> COc1ccc(OCC(O)CN(C)C(=O)/C=C/c2cccc([N+](=O)[O-])c2)cc1 (stereo not drawn)
 : 0.96 | 2.8 | -9 | -10% | -0.82 | 1490 | 3 | 0.39 | 11 | i | i | 725 | 0.25 | -10 | -0.2 | -0.27 | 1.6 | 1380 | 2
> O=C1CC(C(=O)N(CC2CCCO2)C(C(=O)NC2CCCCC2)c2ccncc2)CS1 (stereo not drawn)
 : 0.13 | 2.7 | -4 | -2% | -0.39 | 1184 | 5 | -0.21 | 4.0 | i | i | 763 | x | -14 | -0.9 | -0.25 | 1.9 | x | -13
> COc1ccc(S(=O)(=O)Cc2ccc(C(=O)NCCCN3CCc4ccccc4C3)o2)cc1
 : -0.39 | 2.7 | 13 | 3% | -0.024 | x | -5 | -0.078 | 6.7 | i | i | x | -0.2 | 1 | x | 0.086 | 1.6 | 971 | x

# A portion of the library, so the mix of outcomes need not match the whole.
